VHR inh abs: DUSP3 (human) phosphatase inhibition. 0.52% of 290,000 active. P51452. inhibition, % at 13.3 µM. recombinant VHR phosphatase, pNPP absorbance; in the data active = inhibition above about 50%; also: some compounds called inactive have numbers as strong as hits
Target sequence (P51452 whole entry, looked up): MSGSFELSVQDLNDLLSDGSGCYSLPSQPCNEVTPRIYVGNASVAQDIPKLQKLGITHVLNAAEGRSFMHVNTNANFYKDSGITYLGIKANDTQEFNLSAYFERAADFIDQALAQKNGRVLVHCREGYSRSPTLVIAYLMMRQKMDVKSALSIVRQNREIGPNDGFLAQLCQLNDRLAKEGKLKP
BH1578 lux ind: induces V. cholerae light production without autoinducers; V. cholerae BH1578 lux reporter, luminescence, 6 h; activation, % at 18.7 µM; 0.16% of 350,000 active; in the data active = activation mostly above about 9.7%, no sharp cut-off; also: not every result past the cut was called active; inactives centre near 0; reference of the scale not given here
SARS 3CLpro inh: SARS-CoV 3CLpro protease inhibition | P0C6X7 | recombinant SARS-CoV 3CLpro, quenched FRET peptide cleavage | inhibition, % at 6 µM | 0.14% of 290,000 active | AID 1706; in the data active = inhibition above about 12%
MazF activator: increases E. coli MazEF RNase cleavage of RNA. activation, % at 20 µM. 0.32% of 350,000 active. FAM/BHQ RNA-DNA oligo cleavage fluorescence, 5 h. P0AE70; in the data active = activation above about 50%
Target sequence (P0AE70 whole entry, looked up): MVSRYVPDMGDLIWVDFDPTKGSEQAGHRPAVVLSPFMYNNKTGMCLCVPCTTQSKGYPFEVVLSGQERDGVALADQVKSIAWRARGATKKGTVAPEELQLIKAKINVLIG
SSB-PriA inh: blocks PriA binding to SSB C-terminal tail; AlphaScreen SSBct-PriA binding, biotinylated peptide; inhibition, % at 33 µM; 0.6% of 430,000 active; AID 1272365; in the data active = inhibition mostly above about 37%, no sharp cut-off; inactive = mostly below about 20%;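 also: plate controls were negative control peptide for no effect and reference peptide for full effect; strong numbers were not always called active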
Rv3671c protease: inhibitors of M. tuberculosis serine protease Rv3671c. P9WHR9. inhibition, % at 5.96 µM. 0.048% of 320,000 active. AID 2606; in the data active = inhibition above about 38%;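 also: extracellular domain of Rv3671c used as enzyme; 0% = enzyme with DMSO and 100% = no enzyme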
Mtb UGM inh: Mtb UDP-galactopyranose mutase inhibition; P9WIQ1; AID 504406; purified UGM, fluorescence polarization probe displacement; inhibition, % at 10 µM; 0.06% of 320,000 active; in the data active = inhibition above about 10%, passing the limit was not always enough
Target sequence (P9WIQ1 whole entry, looked up): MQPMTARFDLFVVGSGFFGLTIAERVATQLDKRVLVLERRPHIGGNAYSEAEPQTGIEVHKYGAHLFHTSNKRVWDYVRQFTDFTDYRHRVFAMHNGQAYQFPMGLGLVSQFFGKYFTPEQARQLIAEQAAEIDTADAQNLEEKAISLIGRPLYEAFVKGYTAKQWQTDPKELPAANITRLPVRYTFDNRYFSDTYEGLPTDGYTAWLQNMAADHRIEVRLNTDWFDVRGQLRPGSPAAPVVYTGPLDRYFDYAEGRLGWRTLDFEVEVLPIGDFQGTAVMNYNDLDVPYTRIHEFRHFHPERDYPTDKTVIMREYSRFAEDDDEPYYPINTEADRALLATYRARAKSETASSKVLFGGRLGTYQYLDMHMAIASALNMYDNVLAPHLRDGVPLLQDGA
Mtb FBA inh: Mtb fructose-bisphosphate aldolase inhibition; AID 588726; P9WQA3; inhibition, % at 1 µM; 2.3% of 360,000 active; purified M. tuberculosis FBA, fluorescence read-out; in the data active = inhibition above about 27%;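 also: 0% = vehicle and 100% = reference inhibitor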
Target sequence (P9WQA3 whole entry, looked up): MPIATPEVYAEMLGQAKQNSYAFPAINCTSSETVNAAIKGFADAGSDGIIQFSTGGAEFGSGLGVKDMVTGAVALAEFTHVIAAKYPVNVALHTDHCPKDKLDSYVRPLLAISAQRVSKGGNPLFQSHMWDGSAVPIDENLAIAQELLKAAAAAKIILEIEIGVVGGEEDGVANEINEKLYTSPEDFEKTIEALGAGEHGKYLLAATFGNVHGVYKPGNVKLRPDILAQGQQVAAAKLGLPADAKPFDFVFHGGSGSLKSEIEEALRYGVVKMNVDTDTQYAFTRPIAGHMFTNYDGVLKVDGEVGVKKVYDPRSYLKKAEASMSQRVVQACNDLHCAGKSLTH
Mtb BioA inh: blocks M. tuberculosis BioA enzyme activity. 0.096% of 360,000 active. purified M. tuberculosis BioA enzyme, plate reader. inhibition, % at 9.99 µM; in the data active = inhibition above about 40%
GDH-TPI counter: GDH-TPI coupled enzyme inhibition counter-screen; GDH-TPI coupled enzyme counterscreen, NADH absorbance; inhibition, % at 4.8 µM; 1.2% of 360,000 active; AID 588335; in the data active = inhibition above about 30%;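 also: 0% = DMSO wells and 100% = wells lacking the enzyme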
* hit, by the source's call; i = inactive; nt = no result given; & = joins results of further samples.

SMILES	VHR inh abs	BH1578 lux ind	SARS 3CLpro inh	MazF activator	SSB-PriA inh	Rv3671c protease	Mtb UGM inh	Mtb FBA inh	Mtb BioA inh	GDH-TPI counter
CCCC(=O)Nc1ccc(S(=O)(=O)Nc2cc(OC)ncn2)cc1	0.3	-1.5	-2.8	-1.2	-8.6	nt	nt	2.4	2.4	5.2
CC(C)(C)NC(=O)c1ccccc1-c1nc2ccccc2s1	22.6	i	4.2	7.8	0.5	10.7	4.8	-2.1	nt	2.3
Cc1nnc(NC(=O)c2cccc(S(=O)(=O)N3CC(c4ccccc4)CC3=O)c2)s1 (centres undefined)	-22.7	0.4	-1.2	-0.3	-10.4	0.1	-0.5	3.1	1.6	11.9
CCc1ccccc1NC(=O)C(C)n1nc([N+](=O)[O-])c(Br)c1C (centres undefined)	26.1	-0.2	-3.9	-2.2	-10.8	0.7	-4.0	-2.6	-0.4	-9.0
O=C(Cn1cc(F)c(=O)[nH]c1=O)c1ccco1	nt	0.3	nt	6.1	nt	nt	nt	-1.9	nt	-0.4
Cc1ccc(C)c(OCC(O)CNC2CCCC2)c1 (centres undefined)	14.9	-0.4	-2.1	-3.3	-15.2	6.9	-5.6	-0.7	-1.2	-4.2
COc1ccc(OC)c(-n2c(=S)[nH]c3cc(C(=O)N4CCC(C(N)=O)CC4)ccc3c2=O)c1	9.1	-6.2	-1.0	1.8	-10.2	3.2	2.6	-2.0	-1.4	-2.4
Cc1cccnc1NC(=O)CNC(=O)c1cccs1	nt	-3.8	nt	-1.8	-16.0	1.0	-1.7	0.9	nt	-1.0
CC(=O)Nc1ccc(NC(=O)CSc2ncnc3sc(C)c(C)c23)cc1	-2.6	-0.1	-2.5	2.6	2.5	1.4	1.1	0.0	nt	1.5
Cc1nc([N+](=O)[O-])c(Sc2nc3ccccc3[nH]2)n1Cc1ccccc1	-6.1	-0.2	-1.6	5.3	-16.2	12.8	3.9	-0.5	6.8	-3.7
Cc1ccc(CNC(=O)c2ccc(S(=O)(=O)N3CCCCC3)cc2)cc1	nt	1.1	nt	-3.4	-12.3	nt	nt	1.1	-6.1	10.3
CCCCn1c(N)c(N(CC)C(=O)c2ccc(Cl)c([N+](=O)[O-])c2)c(=O)[nH]c1=O	-1.0	2.3	-3.8	6.8	-9.3	5.3	-5.1	-0.3	-1.4	0.7
O=S(=O)(NCCC1=CCCCC1)c1c(Cl)cccc1Cl	nt	-2.3	nt	-11.2	-19.5	1.2	-2.7	2.0	0.2	2.8
Cc1nn(-c2ccccc2)cc1/C=N/NC(N)=S	21.7	-0.8	-5.3	2.1	nt	5.2	0.8	-0.6	-0.6	24.4
CCNC(=O)C1(C)CCN(C(=O)c2cccc(OC(C)=O)c2C)C1 (centres undefined)	nt	i	nt	nt	nt	nt	nt	-2.6	-1.7	6.5
O=C(CO/N=C/c1ccc(OC(F)F)cc1)NC1CCCC1	20.8	-0.7	2.3	-7.1	nt	6.8	5.0	1.2	nt	4.1
Cc1ccc(NC(=O)CCCN2C(=O)c3cccc4cccc(c34)C2=O)cc1	-0.3	-0.2	-2.6	6.6	-8.7	-0.4	-2.2	2.2	-1.5	5.6
CC(=O)Nc1ccccc1C(=O)C(=O)Nc1ccc(C)c(F)c1	-14.2	i	-7.1	1.2	-3.5	3.1	1.7	-0.5	nt	-0.4
COC(=O)CSc1cnc2ccccc2n1	0.1	nt	4.9	4.8	3.1	-0.8	2.7	-2.5	-0.6	-1.5
O=C1C2C3C=CC(C3)C2C(=O)N1CN(Cc1ccccc1)CN1C(=O)C2C3C=CC(C3)C2C1=O (centres undefined)	8.1	i	-0.7	4.1	-20.2	-8.3	-1.5	-1.7	-1.4	15.8
COc1ccc(CNC(=O)CN2C(=O)CCSc3ccc(S(=O)(=O)N4CCCC4)cc32)cc1	-9.1	-0.3	0.1	-4.9	7.0	4.1	3.8	-0.2	-0.8	8.6
CC1=CC=CN2CC(O)CN=C12 (centres undefined)	4.9	6.6	-0.8	7.8	-5.7	-3.4	-1.8	30.4*	nt	7.5
CC(C)CC(=O)Nc1ccc(N2CCOCC2)cc1	-2.1	nt	-5.8	1.9	-10.8	0.1	0.4	-0.9	0.4	3.3
CC(OC(=O)c1ccccc1Oc1ccccc1)C(=O)NC1CC1 (centres undefined)	4.7	4.4	-1.2	-1.5	-1.7	-2.9	-0.3	6.6	-0.8	-2.8
c1ccc(-c2nc(-n3nc4ccccc4n3)nc3ccccc23)cc1	18.8	2.1	-0.9	-7.7	4.3	-13.8	2.2	12.6	nt	-6.0
Further records.
SMILES	VHR inh abs	BH1578 lux ind	SARS 3CLpro inh	MazF activator	SSB-PriA inh	Rv3671c protease	Mtb UGM inh	Mtb FBA inh	Mtb BioA inh	GDH-TPI counter
C=CCc1cc(C=O)cc(OCC)c1O	7.3	i	-2.6	6.5	1.5	8.4	-1.2	-1.7	nt	14.0
CCOP(=O)(OCC)C(O)c1ccc(OC)c(OC)c1 (centres undefined)	21.9	i	0.8	-0.9	-9.1	-1.5	-1.1	6.0	-0.3	1.4
NC(=O)c1cc(C(=O)c2ccccc2Cl)c[nH]1	1.1	-0.2	1.0	3.7	-16.2	-4.3	1.2	3.1	nt	7.4
COc1ccc(-c2cc(C(=O)OCC(=O)N3CCCC3)c3ccccc3n2)cc1	21.7	nt	6.8	-3.4	-18.6	-16.3	0.5	9.0	1.3	13.1
Cc1ccccc1/C=C1\Sc2ccc(C(=O)N3CCN(c4ccccn4)CC3)cc2N(C)C1=O	18.4	i	2.3	-10.5	4.3	-8.6	1.4	2.1	-1.5	15.7
CCc1nc2ccc(C(=O)N3CCCC(C(N)=O)C3)cn2c1N(C)Cc1ccc(OC)cc1 (centres undefined)	nt	-0.3	nt	nt	nt	nt	nt	2.5	0.2	11.9
Cc1ccc(-c2nc(NC(=O)c3nn(C)cc3[N+](=O)[O-])sc2C)cc1	11.3	i	-0.4	0.9	0.7	-7.2	2.5	-0.3	2.5	5.4
O=C(c1cc2ccccc2oc1=O)N(Cc1ccco1)Cc1cccs1	2.9	-0.4	0.4	3.3	2.6	0.6	-0.6	1.5	0.2	2.4
COc1ccc(S(=O)(=O)Nc2noc3ccccc23)cc1	7.2	-0.9	-2.6	7.8	-17.6	-5.0	0.4	-1.5	0.2	5.0
CC(C)OCC1CO1 (centres undefined)	nt	0.1	nt	-5.1	6.9	1.6	-0.5	2.2	0.4	-2.1
COc1ccc(S(=O)(=O)N2CCNCC2)cc1OC	-14.4	i	1.2	-5.5	-11.6	2.0	1.1	-0.8	nt	8.6
CC(C)Cc1nnc(NC(=O)c2ccc([N+](=O)[O-])cc2)s1	-0.2	i	5.0	-6.2	-1.1	0.3	-0.6	-0.6	-0.7	4.5
Cc1cccc(OC(C)C(=O)NCc2ccc(S(N)(=O)=O)cc2)c1 (centres undefined)	-11.7	-0.4	2.5	6.0	-8.4	-4.9	-1.0	0.8	nt	4.3
COc1cc(OC)cc(C(=O)NCC(=O)OCC(=O)NCc2ccco2)c1	nt	i	nt	1.5	-6.6	5.2	1.1	-0.8	nt	1.7
O=C(NCc1ccccn1)C(=O)Nc1nc(C23CC4CC(CC(C4)C2)C3)cs1	3.4	-0.5	-4.9	-5.6	10.8	-8.2	-1.4	-4.2	-0.6	-10.0
COc1cccc(/C=N/NC(=O)CCNc2n[nH]c(=O)[nH]c2=O)c1OC	16.6	-0.5	1.0	-3.9	nt	10.9	1.4	11.5	nt	5.7
O=C(Nc1ccc(N2CCOCC2)c(Cl)c1)c1ccc(S(=O)(=O)N2CCOCC2)cc1	35.8	-0.2	-10.3	-2.6	2.1	-6.6	0.7	-0.8	-1.2	5.7
CCCCCCCC(=O)NNC(=O)CCC(=O)O	12.3	4.2	-9.7	-3.8	-4.5	-7.3	2.5	-0.6	-0.4	4.8
C[C@H](CO)N1C[C@H](C)[C@@H](CN(C)C(=O)Nc2ccccc2)Oc2ccc(NC(=O)C3CCCCC3)cc2C1=O	nt	i	nt	2.0	-1.4	0.5	-1.7	-2.3	0.1&-2.6	-3.1
CC(C)CCNc1nc(N2CCCC2)c2c(c1C#N)CCN(C)C2	-9.6	-1.6	-1.2	-4.5	1.0	-1.3	4.0	4.2	5.2	13.7
COc1ccc(NC(=O)CCC(=O)N2CCN(S(=O)(=O)c3ccc(C)cc3)CC2)c(OC)c1	nt	-0.3	nt	3.6	22.5	2.9	0.2	-0.3	0.0	-0.7
CC(NC(=O)c1ccccc1F)c1nnc(SCC(=O)Nc2nccs2)n1C (centres undefined)	0.0	i	-3.8	9.0	-16.6	-2.8	-5.4	0.3	1.0	-3.4
COc1cc(C(=O)OCC(=O)c2cc(C)n(CC3CCCO3)c2C)cc(OC)c1C (centres undefined)	nt	1.8	nt	3.8	7.7	1.1	0.2	3.2	1.3	-1.3
COC(=O)c1cnc(Nc2nc(C(N)Cc3ccc(Cl)cc3)cs2)nc1C(F)(F)F (centres undefined)	nt	-0.9	nt	nt	nt	nt	nt	-4.2	-1.7	14.3
CCNC(=S)N1CCc2ccccc2C1	25.1	2.2	0.5	4.9	-12.2	4.6	-1.6	-1.7	nt	-3.8
More compounds follow:
SMILES	VHR inh abs	BH1578 lux ind	SARS 3CLpro inh	MazF activator	SSB-PriA inh	Rv3671c protease	Mtb UGM inh	Mtb FBA inh	Mtb BioA inh	GDH-TPI counter
CC(=O)CC(=O)C1C(=O)N(C)C(=O)N(C)C1=O	20.6	i	1.8	-3.4	-17.0	-5.3	-0.9	1.7	nt	2.2
CS(=O)(=O)N(CC(=O)N1CCCC1)c1ccc(Cl)c(Cl)c1	10.5	i	7.5	-4.0	-6.2	-6.4	-2.0	1.3	0.4	12.0
Nc1ncnc2c1ncn2[C@@H]1O[C@H](CNS(=O)(=O)c2cc3ccccc3s2)[C@@H](O)[C@H]1O	nt	1.7	nt	6.2	-4.3	nt	nt	3.7	2.2	-16.0
CCOc1c(Br)cc(Br)cc1/C=C1\SC(N)=NC1=O	26.1	i	4.6	-12.6	nt	nt	1.8	0.6	-1.1	13.4
CCOC(=O)Cn1c(=O)oc2cc(S(=O)(=O)Nc3cccc(C)c3)ccc21	20.8	nt	5.0	0.1	-5.4	-6.0	-1.0	0.6	3.7	-3.4
CCOc1ccc(N=C(NN)c2ccc3ccccc3n2)cc1	13.6	-3.4	5.1	4.8	5.7	-6.1	-0.6	-6.4	nt	8.3
COc1ccc(S(=O)(=O)O/N=C2\CCSc3ccc(C)cc32)cc1	1.2	i	-5.8	-5.5	nt	0.0	0.3	1.7	-0.7	-8.3
C=C(C)Cn1c(Sc2nnc(C)s2)nc2c1c(=O)[nH]c(=O)n2C	19.4	i	1.3	10.8	-7.3	-0.1	0.7	-13.2	11.8	-7.5
O=C(NCc1nnc(SCC(=O)N2CCCCC2)o1)c1c(F)cccc1F	36.6	-0.2	-2.1	2.1	-3.0	3.4	-2.3	-1.3	0.6	-10.7

One compound at a time, from the list above. Order of values: VHR inh abs | BH1578 lux ind | SARS 3CLpro inh | MazF activator | SSB-PriA inh | Rv3671c protease | Mtb UGM inh | Mtb FBA inh | Mtb BioA inh | GDH-TPI counter
Results for C=C(C)Cn1c(Sc2nnc(C)s2)nc2c1c(=O)[nH]c(=O)n2C : 19.4 | i | 1.3 | 10.8 | -7.3 | -0.1 | 0.7 | -13.2 | 11.8 | -7.5
Results for CCOc1c(Br)cc(Br)cc1/C=C1\SC(N)=NC1=O : 26.1 | i | 4.6 | -12.6 | nt | nt | 1.8 | 0.6 | -1.1 | 13.4
Results for CS(=O)(=O)N(CC(=O)N1CCCC1)c1ccc(Cl)c(Cl)c1 : 10.5 | i | 7.5 | -4.0 | -6.2 | -6.4 | -2.0 | 1.3 | 0.4 | 12.0
Results for O=C(NCc1nnc(SCC(=O)N2CCCCC2)o1)c1c(F)cccc1F : 36.6 | -0.2 | -2.1 | 2.1 | -3.0 | 3.4 | -2.3 | -1.3 | 0.6 | -10.7
Results for Nc1ncnc2c1ncn2[C@@H]1O[C@H](CNS(=O)(=O)c2cc3ccccc3s2)[C@@H](O)[C@H]1O : nt | 1.7 | nt | 6.2 | -4.3 | nt | nt | 3.7 | 2.2 | -16.0

Screening data deposited in PubChem by several laboratories.

Some of the compounds tested. The share of hits here may be higher or lower than overall.
